Bioassay records: PubChem BioAssay, several laboratories
ZTA counter: counter-screen for EBNA-1 inhibitors: inhibitors of Epstein-Barr virus ZTA; ZTA-DNA binding, fluorescence polarization; inhibition, % at 11 µM; hit rate 0.15% among 320,000; in the data active = inhibition above about 33%
LAP4-GFP MLPCN: modulators of LAP4-GFP expression in yeast, primary screen, S. cerevisiae, multiplex flow cytometry, MLPCN library | 3 h; median GFP as percent of DMSO wells | GFP response vs DMSO, % at 10 µM | hit rate 0.34% among 320,000;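 active = GFP response vs DMSO above a set limit, about the screen mean plus 3 SD, cut at about 150% in these data; inconclusive = under 70 cell events counted for the yeast strain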
MEP2-GFP yeast: modulators of MEP2-GFP levels in yeast, primary screen, S. cerevisiae, multiplex flow cytometry, MLPCN library; hit rate 0.51% among 330,000; GFP response vs DMSO, % at 10 µM; S. cerevisiae MEP2-GFP strain, 3 h; 100% = DMSO control level;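 active = GFP response versus DMSO above a set limit, roughly screen mean plus 3 SD, cut at about 180% in these data; inconclusive = fewer than 70 cells counted for a yeast strain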;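 also: median GFP fluorescence of the barcode-gated MEP2-GFP cells per well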
RPL19A TOR yeast: RPL19A-GFP expression modulators in yeast, primary screen, cell-based, S. cerevisiae, multiplex flow cytometry, MLPCN; S. cerevisiae RPL19A-GFP strain, 3 h; hits give low values; percent response vs DMSO, % at 10 µM; hit rate 0.3% among 330,000;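 active = percent response vs DMSO below 50%; inconclusive = fewer than 70 events counted for the yeast strain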;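 also: median channel GFP fluorescence of the barcoded RPL19A-GFP strain; ratio of sample median GFP to plate DMSO average so 100% = DMSO; lower means less RPL19A-GFP as with rapamycin TOR inhibition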
AHR act: AHR activators, primary screen, cell-based, luminescence, luciferase reporter, human; Aryl hydrocarbon receptor (Homo sapiens), P35869; AHR-responsive luciferase reporter cells; activation, % at 5 µM; hit rate 2.5% among 320,000; in the data active = activation above about 47%;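 also: 0% = vehicle wells and 100% = reference agonist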
procasp3 activ: activators of human procaspase-3 D3A mutant, primary screen, biochemical, absorbance, PC-3 D3A mutant, single concentration; Caspase-3 (Homo sapiens), P42574; recombinant procaspase-3 D3A, Ac-DEVD-pNA absorbance 405 nm; activation, % at 8.5 µM; hit rate 0.11% among 330,000;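 active = activation above the mean of all tested compounds plus 3 SD, cut at about 21% in these data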;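 also: 0% = DMSO alone and 100% = DMSO wells spiked with extra 5 µM PC-3 D3A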
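Assay system – Procaspase-3 D3A mutant, all three cleavage aspartates alanine · Controls – DMSO-only low control, 5 µM PC-3 D3A high control · Schedule – 1 h compound preincubation, 2 h substrate hydrolysis at 25 °C · Signal – 405 nm absorbance of p-nitroaniline, reads at 0 and 120 min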
procasp7 counter: procaspase-7 activators, primary screen, counter-screen for procaspase-3 activator project, biochemical, absorbance, HTS, human | Caspase-7 (Homo sapiens), P55210 | recombinant procaspase-7, Ac-DEVD-pNA absorbance 405 nm; D23A/D198A/D206A triple mutant, cannot self-cleave; scale: DMSO 0, 5 µM enzyme 100 | activation, % at 8.5 µM | hit rate 0.093% among 330,000 | AID 463210, 2010;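 active = percent activation above the screen-wide mean plus 3 SD, cut at about 25% in these data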
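System: Procaspase-7 triple mutant (PC-7 D3A); measure: % activation from two-timepoint absorbance difference, scaled to controls; times: 1 h compound preincubation, 2 h substrate cleavage, 25 °C; also added: Ac-DEVD-pNA substrate, 400 µM as added; measured by: Epi-absorbance of released pNA at 405 nm, two timepoints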
EBNA-1 inh: EBNA-1 DNA-binding inhibitors, primary screen, biochemical, fluorescence polarization | inhibition, % at 14.8 µM | hit rate 0.34% among 300,000 | AID 1950, 2009; in the data active = inhibition above about 28%
An asterisk follows results filed as active; ? = inconclusive; nt = no result given; [ ] = another dose, or the depositor's remark. Compounds were not picked by outcome. Share with any hit: about 3.8%.

SMILES	ZTA counter	LAP4-GFP MLPCN	MEP2-GFP yeast	RPL19A TOR yeast	AHR act	procasp3 activ	procasp7 counter	EBNA-1 inh
O=[N+]([O-])c1ccc(O)c(C=Nc2ccc3nc(-c4ccccc4)[nH]c3c2)c1	3	115	107	98	67*	-9	-6	3
O=C(CCN=C1NS(=O)(=O)c2ccccc21)Nc1ccc(F)cc1Cl	nt	103	96	96	1	8	2	nt
COCC(C)NC(=O)C1CC(=O)N(c2ccc(C)cc2)C1 (stereo unspecified)	-4	99	100	97	0	2	1	1
COc1cccc(CNc2ccc(N3CCC(C)CC3)cc2)c1OC	-3	93	102	99	0	-9	-1	0
Cc1cc(C)nc(SCc2ccc3nonc3c2)n1	-7	113	109	95	1	-3	-2	-7
O=C(NCc1cccc(C(F)(F)F)c1)c1cccc(Cl)c1Cl	-18	103	93	104	-6	5	-2	-7
CCOC(=O)c1c(N2CCCCC2)c2ccccc2[nH]c1=O	14	102	106	105	4	2	1	7
COc1ccc(-n2nc3c(c2NC(=O)Cc2cccc(C)c2)CS(=O)C3)cc1 (stereo unspecified)	4	105	100	100	1	4	11	13
COc1ccc(OCCOCCOc2ccc(C)cc2[N+](=O)[O-])cc1	4	100	110	98	13	1	-8	0
CCOC(=O)c1c(C)[nH]c(C(=O)OCC(=O)NC2CCS(=O)(=O)C2)c1C (stereo unspecified)	0	102	107	101	12	2	6	-5
O=C(CCc1nc2ccccc2c(=O)[nH]1)N1CCN(S(=O)(=O)c2ccccc2Br)CC1	-4	110	102	100	6	4	-8	-6
COc1cccc(CN2CCNC(=O)C2CC(=O)NCCCn2ccnc2)c1 (stereo unspecified)	-14	95	105	98	0	-2	8	4
FC(F)(F)c1cccc(NC(=S)NCc2ccccc2)c1	12	96	98	94	2	1	-5	1
O=C(c1cc2cc(F)ccc2[nH]1)N1CCCC(Nc2ccc(F)cc2)C1 (stereo unspecified)	5	97[may fluoresce red and violet]	88[may fluoresce red and violet]	?	63*	-10	1	-5
COc1ccccc1N1CCN(C(c2cccs2)C(C)NC(=O)C(=O)N2CCCCC2)CC1 (stereo unspecified)	-3	95	110	101	0	-1	3	-2
Cc1ccc(-c2oc3ncnc(N)c3c2-c2ccc(C)cc2)cc1	-14	103	104	107	3	1	7	-1
NS(=O)(=O)c1cccc(NC(=O)Cn2cc(C(F)(F)F)cc(Cl)c2=O)c1	14	113	101	99	2	-1	-2	18
O=[N+]([O-])c1ccc(S(=O)(=O)N/N=C/c2ccco2)cc1	-25	95	102	102	1	-6	3	9
CC1CCN(C(=O)c2[nH]cnc2C(=O)NCCCCCNC(=O)OC(C)(C)C)CC1	-6	106	100	98	-1	3	-2	nt
Cc1cccc(NS(=O)(=O)c2c(C)nc3scc(C)n3c2=O)c1	7	98	112	99	4	-7	-9	-13
Cc1c2c(nc3nc4ccccc4n13)CC(C)(C)CC2=O	-10	86	88	85	7	4	5	-2
CCOc1cc(C(=S)N2CCOCC2)ccc1OS(=O)(=O)c1ccc(C)cc1	-14	97	103	102	2	-14	0	-10
CCCOc1ccc(C(=O)NCC(c2cccs2)N(C)C)cc1 (stereo unspecified)	4	94	105	105	6	7	-5	14
Cc1ccc(C(=O)NCC(=O)OCC(=O)c2ccc(C)c([N+](=O)[O-])c2)cc1	2	94	98	102	1	-5	5	-4
CCOc1ccc(/C=N/n2cnnc2)cc1	10	98	101	96	3	6	3	5

More records.
SMILES	ZTA counter	LAP4-GFP MLPCN	MEP2-GFP yeast	RPL19A TOR yeast	AHR act	procasp3 activ	procasp7 counter	EBNA-1 inh
CCCCC(=O)Nc1nc2c(s1)COc1ccccc1-2	4	103	97	104	49*	5	10	-13
Cc1cc(NC(=O)C2CC2)n(-c2nc3ccccc3s2)n1	-2	102	94	94	35	8	1	-6
Cc1cccc(C(=O)Nc2cccc(Br)c2)c1[N+](=O)[O-]	10	96	95	101	14	4	3	-4
CCNc1ccc(C(=O)OCC(=O)NCc2ccccc2Cl)cc1[N+](=O)[O-]	-4	95	96	105	0	-8	-5	13
COc1ccc(N2CCN(S(=O)(=O)c3ccc(OC)c(C(=O)N4CCOCC4)c3)CC2)cc1	-3	101	99	105	0	-6	2	2
Cc1c(-c2ccccc2)[n+](=O)c(-c2ccco2)c(C)n1[O-]	-2	104	109	102	1	-1	3	2
CCC(=O)N1CCc2cc(S(=O)(=O)CCC(=O)Nc3cccc(F)c3)ccc21	-5	92	101	104	1	-9	-15	5
CCOCCCNC(=O)c1ccc2c(c1)ncn2-c1ccccc1OC	0	89	93	96	0	3	14	-6
CC(=O)NC(=S)Nc1cc(C(=O)O)ccc1Cl	-1	98	97	96	0	5	4	-8
O=C(Nc1nc(-c2ccc(S(=O)(=O)N3CCCC3)cc2)cs1)C1COc2ccccc2O1 (stereo unspecified)	-6	100	116	97	10	-8	8	3
CN(C)c1nc(-c2ccccc2)nc(-c2ccc(Cl)cc2)c1C#N	9	100	105	98	0	0	17	7
CCN(C(=O)COC(=O)c1cccnc1)c1cccc2ccccc12	nt	106	109	102	-2	0	-1	nt
CN1C(C(=O)c2ccccc2)=C(N)c2ccccc2S1(=O)=O	10	95	99	96	2	-4	4	-11
COc1cccc(-c2c(-c3cc(OC)cc(OC)c3)n(C)c3ccc(Br)cc23)c1	17	95	86	93	3	3	1	nt
C#CCn1c(=NC(=O)c2cccs2)sc2cccc(OC)c21	-15	112	104	91	22	7	4	3
COc1ccccc1-c1ccc(SCc2ccccc2)nn1	7	121	104	106	19	4	10	11
Cc1cc(C)n(-c2nnc(NCc3ccc(Cl)cc3)nn2)n1	-11	109	102	97	2	-5	-2	5
CCOc1ccc(N2C(=O)C3ON(c4ccccc4)C(c4ccco4)C3C2=O)cc1 (stereo unspecified)	-3	120	101	112	6	-19	-25	-9
CCS(=O)(=O)N1Cc2ccccc2CC1C(=O)Nc1ccc(OC)cc1 (stereo unspecified)	2	83	96	94	4	2	9	-10
O=S(=O)(c1cccc(-c2n[nH]c(=S)n2-c2ccc(OC(F)(F)F)cc2)c1)N1CCOCC1	nt	88	93	94	2	-26	-28	nt
CCCCn1c(N)c(N(CCOC)C(=O)COC(=O)c2ccccc2OCC)c(=O)[nH]c1=O	2	102	112	107	0	0	6	2
NCCc1ccn[nH]1	7	105	96	103	-2	0	11	10
Cc1ccc(S(=O)(=O)c2cnc(-c3ccccc3)nc2N2CCN(C)CC2)cc1	-16	100	94	96	2	4	-1	-8
CCn1nc(C)cc1C(=O)N1CCCC(C(=O)c2cccc(OC)c2)C1 (stereo unspecified)	8	96	96	98	-1	8	5	2
c1ccc2c(c1)OC(CCCN1CCCCC1)c1ccccc1S2 (stereo unspecified)	2	96	90	99	0	-5	-7	-5

Shown as labelled records: entries from further up
Cc1c(-c2ccccc2)[n+](=O)c(-c2ccco2)c(C)n1[O-]
- ZTA counter: -2
- LAP4-GFP MLPCN: 104
- MEP2-GFP yeast: 109
- RPL19A TOR yeast: 102
- AHR act: 1
- procasp3 activ: -1
- procasp7 counter: 3
- EBNA-1 inh: 2
Cc1cccc(C(=O)Nc2cccc(Br)c2)c1[N+](=O)[O-]
- ZTA counter: 10
- LAP4-GFP MLPCN: 96
- MEP2-GFP yeast: 95
- RPL19A TOR yeast: 101
- AHR act: 14
- procasp3 activ: 4
- procasp7 counter: 3
- EBNA-1 inh: -4
COc1cccc(-c2c(-c3cc(OC)cc(OC)c3)n(C)c3ccc(Br)cc23)c1
- ZTA counter: 17
- LAP4-GFP MLPCN: 95
- MEP2-GFP yeast: 86
- RPL19A TOR yeast: 93
- AHR act: 3
- procasp3 activ: 3
- procasp7 counter: 1
- EBNA-1 inh: nt
c1ccc2c(c1)OC(CCCN1CCCCC1)c1ccccc1S2 (stereo unspecified)
- ZTA counter: 2
- LAP4-GFP MLPCN: 96
- MEP2-GFP yeast: 90
- RPL19A TOR yeast: 99
- AHR act: 0
- procasp3 activ: -5
- procasp7 counter: -7
- EBNA-1 inh: -5

(cont.)
SMILES	ZTA counter	LAP4-GFP MLPCN	MEP2-GFP yeast	RPL19A TOR yeast	AHR act	procasp3 activ	procasp7 counter	EBNA-1 inh
O=C(NCc1ccccc1)[C@@H]1CSC2c3ccccc3C(=O)N21 (stereo partly specified)	-3	97	100	99	3	5	-2	-9
Cc1cc(=O)oc2cc(OCC(=O)Nc3c(Cl)cccc3C(F)(F)F)ccc12	11	78	99	98	-3	2	-4	8
Cc1ccc(C(=O)NC(=S)Nc2cccc3nsnc23)cc1	-7	114	112	100	21	2	-2	2
CCOC(=O)C1CCCN(S(=O)(=O)c2ccc(S(=O)(=O)N(CC)CC)cc2)C1 (stereo unspecified)	16	107	88	93	-2	-5	2	0
CCOCCn1c(=O)c2c(nc3n2CCN3c2ccc(CC)cc2)n(C)c1=O	2	107	106	101	4	3	9	0
O=c1cnn(Cc2ccc(F)cc2)c2ccccc12	3	88	91	96	1	4	-4	4
COc1ccc(C(=O)N/N=C(/C)c2cccc(NC(=O)c3ccccc3F)c2)cc1	3	107	117	120	14	6	-4	-1
Cc1c(C(=O)OCC2CCCO2)[nH]c2c1C(=O)CC(c1ccco1)C2 (stereo unspecified)	-7	102	100	97	8	5	-7	2
O=C(c1cccc(C(F)(F)F)c1)C1CCCN(Cc2cccn2-c2ncccn2)C1 (stereo unspecified)	-8	89	106	103	10	-2	5	8
COc1cc(NC(=O)COc2ccccc2Cl)ccc1NC(=O)C(C)C	-2	99	92	94	19	3	0	-1
Cc1ccc(O)c(NC(=O)CN(C)S(=O)(=O)c2ccc(Cl)cc2)c1	1	106	99	100	9	2	3	5
CC(C)COc1cccc(C(=O)NC(=S)NCc2cccnc2)c1	-2	104	105	99	2	-8	3	-1
Fc1ccc(-[n+]2nc(Nc3ccccc3)sc2-c2c3ccccc3cc3ccccc23)cc1	-15	97	86	94	20	-7	-5	-2
O=C(CN1C2CCCC1CC(NC(=O)c1ccccc1)C2)NC1CC1 (stereo unspecified)	9	111	94	96	3	1	11	-1
CC(=O)c1ccc(-c2nnc(CCC(=O)N(C)Cc3cnc4ccccn34)o2)s1	9	94	94	94	0	6	10	-5
COc1ccc2[nH]c(=O)c(CN(Cc3ccc4c(c3)OCO4)C(C)=O)cc2c1	-4	84	93	89	4	8	2	7
COc1ccccc1CNC(=O)c1ccccc1C(=O)NC(CC(C)C)C(=O)NCc1ccccc1OC (stereo unspecified)	1	107	99	101	0	6	3	10
CCOC(=O)CCc1c(C)nc(SCC(=O)O)c(C#N)c1C	2	105	94	96	4	-9	-17	-3
COC(=O)C(C(=O)OC)C(C[N+](=O)[O-])c1ccc(OC)c(OC)c1 (stereo unspecified)	14	92	93	99	3	0	13	11
COC(CNC(=O)c1ccc2c(c1)nc(C)n2-c1cc(C)cc(C)c1)OC	0	86	108	101	1	-6	-1	-6
O=[N+]([O-])c1cccc(NC(=S)N2CCOCC2)c1	8	97	88	94	-1	-8	-14	0
CC(=O)Nc1ccccc1C(=O)C(=O)Nc1cccc(C(=O)NCc2ccc(C)cc2)c1	-5	98	100	100	5	1	11	2
COc1ccccc1CNC(=O)c1ccc(NS(=O)(=O)c2cccs2)cc1	-14	93	106	107	10	4	4	-5
Cc1cc(C)c(S(=O)(=O)NCc2cn3c(C)csc3n2)cc1C	14	107	106	108	-4	4	1	11

Just MEP2-GFP yeast, for 2 of the compounds above:
| Molecule | MEP2-GFP yeast |
| --- | --- |
| O=[N+]([O-])c1cccc(NC(=S)N2CCOCC2)c1 | 88 |
| Cc1ccc(C(=O)NC(=S)Nc2cccc3nsnc23)cc1 | 112 |
